# Screening results from PubChem BioAssay.
# MT stabilizer = microtubule stabilization, imaging screen; % tubulin-high responders, % at 10 µM; actives 0.83% (n = 200,000); HeLa tubulin immunostaining HCS, 24 h; share of cells brighter than vehicle mean+2SD;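 active means plate Z-score above 3 for both tubulin-high and condensed-nucleus cell shares, with cell loss under 80%, at 10 µM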;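 further: anti alpha tubulin signal scored within the nucleus-defined area of each cell; some results filed as inactive read as strong as hits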
# Myeloid diff MLP = myeloid differentiation induction; ER-HoxA9 myeloid progenitors, lysozyme-GFP differentiation, flow cytometry; calls only at 10 µM; actives 1% (n = 360,000);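 active means normalized GFP-positive differentiation at or above the plate's own cutoff, the solvent-only control mean plus 3 SD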;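 further: cells exposed to compound for four days before flow analysis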
# TNAP activators = human TNAP enzyme activators, primary screen, biochemical, luminescent, no phosphate acceptor, uHTS (AID 1001); purified TNAP, luminescent activation assay, no phosphate acceptor; higher activation fold means a stronger effect; actives 0.03% (n = 200,000); activation fold at 20 µM, or EC50 in µM where a hit was titrated; in the data active means activation fold from about 3, or a potency from the dose series; inactive means the rest, 99 in 100 with activation fold below about 1.6; further: many of its hits are not listed in these tables
# Hep lipid drop = modulators of hepatic lipid droplet formation | AML12 mouse hepatocytes, oleate lipid droplets, BODIPY imaging | inhibition, % at 6.5 µM | actives 0.4% (n = 240,000) | AID 1656;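 active means lipid droplet intensity inhibited by at least 50%, with more than 500 cells counted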
#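 Assay system: AML12 hepatocytes (mouse) / Also added: 100 µM oleic acid challenge / Times: overnight treatment with compound plus oleate / Detection: high-content imaging of BODIPY-stained droplets and DAPI nuclei / Evaluation: % inhibition of lipid droplet signal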
# Insulin prom up = MIN6 insulin promoter up-regulation | MIN6 insulin promoter-GFP reporter, high-content imaging; active compounds read high | z-score at 5 µM | actives 0.3% (n = 190,000);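 active means z-score above 3 at 5 µM with at least 500 cells counted in the well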
# PMI inhibitors = inhibitors of human PMI, primary screen, biochemical, fluorescence intensity, coupled assay (AID 1209); purified PMI enzyme, coupled fluorescence intensity; higher % means a stronger effect; inhibition, % at 20 µM, or IC50 in µM where a hit was titrated; actives 0.42% (n = 190,000); in the data active means inhibition above about 50%;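 further: plate controls were DMSO vehicle for no effect and wells lacking substrate for full effect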
# T cell HTS = T cell immune modulators affecting CD8 T cell-vesicle binding. 2C CD8+ T cell-vesicle binding, flow cytometry; active compounds read low. calls only at 7 µM. actives 0.068% (n = 330,000). AID 2052;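 active means response, share of CD8 T cells binding vesicles, and their 90th percentile fluorescence all below set limits, cut at about 80% in these data, passing the limit was not always enough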
#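 Assay system – 2C mouse CD8+ T cells · Also added – QL9-loaded Drosophila micro-vesicles · Timing – Cell–vesicle co-incubation 1.5 h at 37 °C, staining 20 min on ice · Signal – flow cytometry of vesicle-bound cells · Measure – percent CD8+ FL2 mean versus row control · Controls – Peptide-free naked vesicles (low) and QL9 vesicles with 0.7% DMSO vehicle (high)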
# Dynein cargo inh = dynein cargo transport inhibition; actives 0.47% (n = 220,000); 3617.4 mouse cells, GR-EGFP nuclear translocation imaging; test concentration mostly 20 µM; stimulated with dexamethasone, 1 µM; active compounds read low; z-score, hits read low;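 active means plate z-score of nuclear minus cytoplasmic receptor signal below a set negative limit, without overly bright fluorescence or cell loss, cut at about -3.5 in these data, passing the limit was not always enough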;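 further: z-score of nuclear minus cytoplasmic ring GR-EGFP intensity difference per well; some compounds called inactive have numbers as strong as hits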
#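 Buffer or medium: tet-free, stripped-serum medium; Also added: dexamethasone, 1.0 µM final; Technique: high-content fluorescence imaging after fixation; Times: 48 h induction, 1 h compound, 30 min dex at 37 °C; Read-out: per-cell GR-EGFP intensity, nucleus versus surrounding cytoplasmic ring, well-averaged.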
# bCat nuc transl = modulators of beta-catenin nuclear translocation. HeLa beta-catenin nuclear translocation, immunofluorescence imaging. nuclear translocation activity, % at 5 µM. actives 0.3% (n = 190,000). AID 1665;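 active means nuclear translocation activity above 50% at 5 µM, with a well cell count of 50 or more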;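 further: per-cell ratio of nuclear to cytoplasmic median beta-catenin stain intensity; plate controls were DMSO negative control for no effect and GSK-3 inhibitor IX positive control for full effect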
#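 Signal – beta-catenin immunofluorescence imaging with DAPI · Test system – human HeLa cell line · Dosing – 5 µM primary single dose, 0.1% DMSO, 0.02–20 µM confirmation series · Measure – % activation, nuclear-to-cytoplasmic median beta-catenin signal ratio per cell · Incubation – 24 h compound exposure at 37°C, 5% CO2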
# Dynein cargo inh cytoplasmic EGFP = recorded beside Dynein cargo inh, whose call it bears; z-score; measured here: cytoplasmic GR-EGFP intensity; active compounds read high
# Dynein cargo inh nuclear GR-EGFP = second read-out of Dynein cargo inh, no call of its own (marks repeat the call); z-score; measured here: nuclear GR-EGFP intensity;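 lower value marks the stronger effect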
# Dynein cargo inh cell count = further read-out of Dynein cargo inh, marked with its call; z-score; measured here: cell count per field
# Insulin prom up cell count = further read-out of Insulin prom up, marked with its call; cell count; measured here: cytotoxicity, nuclei count;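 total cells summed across four imaged fields per well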
# Hep lipid drop cells 6.5 µM = second read-out of Hep lipid drop, no call of its own (marks repeat the call); cell count; measured here: cell count, cytotoxicity flag;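 cells counted across two imaged fields per well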
# bCat nuc transl cell count 5 µM = recorded beside bCat nuc transl, whose call it bears; cell count; measured here: cell count, cytotoxicity flag
# T cell HTS vesicle-bound % = further read-out of T cell HTS, marked with its call; double positive events, %; measured here: CD8+ vesicle-bound cell fraction;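 binding gate set so that unloaded-vesicle control wells show 10% double positive cells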
# MT stabilizer Hoechst-high % = recorded beside MT stabilizer, whose call it bears; % Hoechst-high responders; measured here: nuclear condensation Hoechst responders;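 share of cells brighter than vehicle mean plus two SD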
# MT stabilizer cytotoxicity % = also measured in MT stabilizer; calls as there; toxicity, %; measured here: cytotoxicity by cell density;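 0% = mean cell density of plate MIN control wells and 100% = no cells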
# Myeloid diff MLP GFP+ MAC1+ % = further read-out of Myeloid diff MLP, marked with its call; GFP+ MAC1+ double positive, %; measured here: differentiation confirmed by MAC1 staining
# Starred values were filed as active, the others as inactive; i = inactive; . = no result given; & = joins results of further samples. Random draw from the library. Share with any hit: about 3%.
SMILES,MT stabilizer,MT stabilizer Hoechst-high %,MT stabilizer cytotoxicity %,Myeloid diff MLP,Myeloid diff MLP GFP+ MAC1+ %,TNAP activators,Hep lipid drop,Hep lipid drop cells 6.5 µM,Insulin prom up,Insulin prom up cell count,PMI inhibitors,T cell HTS,T cell HTS vesicle-bound %,Dynein cargo inh,Dynein cargo inh cytoplasmic EGFP,Dynein cargo inh nuclear GR-EGFP,Dynein cargo inh cell count,bCat nuc transl,bCat nuc transl cell count 5 µM
CC1(C)C(=O)OC(C(=O)c2ccc(C(C)(C)C)cc2)C(C)(C)C1=O (stereo not drawn),1.3,0.7,6.4,i,0.9,1,5,764,.,.,10%,i,53,-0.94,-0.28,-0.37,0.66,0.0,1034
Cc1ccc(-n2nnnc2SC(C)C(=O)NCC(=O)Nc2ccc(F)c(F)c2F)c(C)c1 (stereo not drawn),5.3,3.2,6.9,i,0.2,1.1,3,650,-4.6,768,20%,i,42,1.3,-0.12,1.1,-2.4,-3.2,1147
CC(C)c1ccc2[nH]c3c(c2c1)CCC/C3=N\NC(=O)c1ccncc1,.,.,.,i,0.0,.,8,715,-0.41,1124,.,i,19,0.46,-0.19,0.39,-0.36,4.6,1293
CCN(CC)C(=O)c1sc(NC(=O)C(C)C)c(C#N)c1C,2.9,1.7,5.3,i,0.8,1.1,8,691,-0.21,1502,8%,i,30,0.25,0.3,0.93,-0.48,-2.1,1065
CCc1cccc(CC)c1NC(=S)NC(C)c1ccccc1 (stereo not drawn),3.8,3.6,3.8,i,0.2,1,-37,651,.,.,9%,i,58,-0.48,-0.28,0.45,0.42,0.1,920
CC1CN(C(=O)c2ccc(N3CCCCC3)c([N+](=O)[O-])c2)CC(C)O1 (stereo not drawn),2.5,2.6,4.0,i,1.2,1,12,641,0.03,1422,-5%,i,21,-0.22,-0.32,-0.5,0.78,-4.7,529
COc1ccc(C2=C(SC)CC2=NC(C)(C)C)cc1,6.2,1.4,8.5,i,0.6,1.1,-1,649,0.29,1243,-10%,i,40,-2,0.81,-1.4,4.2,.,.
O=C(NC1CCCC1)C(=O)N(Cc1cccnc1)C(C(=O)NCc1ccco1)c1ccccc1F (stereo not drawn),1.5,2.4,6.7,i,0.2,1.1,16,678,-0.21,1431,6%,i,52,-0.39,-0.37,-0.021,1.5,-2.6,1022
COC(=O)CC1SC(=O)NC1=Nc1ccc(C)cc1 (stereo not drawn),4.0,1.1,0.0,i,2.8,1.1,-20,690,-0.2,1166,6%,i,34,-0.91,-0.18,-0.19,0.022,.,.
O=C(O)CSCCC(=O)Nc1ccc(F)cc1,2.8,1.8,9.0,i,7.6,1.1,.,.,0.89,1551,2%,i,54,0.33,-0.15,0.31,-1.2,-0.9,1440
CCCCn1c(CNC(=O)CCC)nc2ccccc21,1.7,2.1,7.9,i,2.4,0.9,-3,671,-0.46,1752,15%,i,25,-0.72,-0.15,-0.18,0.14,4.5,945
COc1ccc(Cc2noc(CN(C)CCc3ccccc3)n2)cc1OC,.,.,.,i,0.4,.,2,718,0.12,1139,.,i,20,2.2,-0.22,1,-1.5,-1.0,1259
CC(C)OC(=O)CSc1nnc(-c2ccc(Cl)cc2)n1N,4.4,1.4,9.8,i,0.8,1,.,.,0.89,1430,-4%,i,48,0.4,-0.18,0.5,-1.5,-0.9,1074
Cc1ccc(S(=O)(=O)Nc2c(C)nn(C)c2C)cc1,1.1,1.4,23,i,0.8,1.1,8,698,.,.,-4%,i,6,1,-0.44,0.089,-0.22,.,.
CC1=Nc2ccccc2NC(=O)C1Sc1nnc(C)s1 (stereo not drawn),3.1,2.3,5.9,i,0.8,1,-9,746,0.31,1154,0%,i,12,-0.43,-0.23,0.071,0.89,-2.6,1131
Cc1ccc(NC(=O)c2ccc(NCc3ccco3)c([N+](=O)[O-])c2)cc1Cl,2.2,3.0,3.2,i,0.3,0.9,15,686,-0.1,1396,7%,i,41,-1.6,0.86,-0.84,-1.8,3.3,1019
C=CCc1ccc(OCCCCN2CC(C)OC(C)C2)c(OC)c1 (stereo not drawn),1.6,2.0,6.9,i,0.2,1.1,4,761,.,.,6%,i,29,-0.3,0.32,-0.19,0.64,2.6,1067
COc1cc(NC(=O)c2ccc3c(c2)OCO3)c2ncccc2c1,4.9,2.6,5.6,i,0.3,1.1,-25,702,.,.,2%,i,54,-0.81,-0.026,-0.32,1.4,8.3,437
Cc1cc(=O)[nH]c(N/N=C/C2=C(N3CCOCC3)C(=C\c3ccc(Cl)cc3)/CC2)n1,18,2.5,9.1,i,0.6,0.9,19,615,0.33,976,-50%,i,40,-1.3,0.97,-0.37,0.4,10,471
O=C(NNC(=O)c1ccc2ccccc2c1O)c1ccccc1Cl,3.8,2.1,8.0,i,0.5,0.3,2,665,-0.04,1900,6%,i,52,-0.26,-0.23,-0.29,0.89,-1.5,1002
CCCn1c(NCc2ccc(N(C)C)cc2)nc2ccccc21,1.8,5.0,5.3,i,2.0,1.1,.,.,0.23,855,0%,i,30,-0.73,-0.18,-0.35,0.46,.,.
Nc1cc(N)nc(SCC(=O)N2CCN(C(=O)c3ccco3)CC2)n1,2.6,1.2,7.3,i,4.3,1,5,706,-0.29,847,-2%,i,34,-0.76,5.4,1.2,-0.032,.,.
CC[C@H](C)C(=O)O[C@H]1C[C@@H](C)C=C2C=C[C@H](C)[C@H](CC[C@@H]3C[C@@H](O)CC(=O)O3)[C@H]21,6.0,5.0,0.5,i,1.8&1.4,1.1,-16,670,.,.,1%,i,46,0.52,-0.2,0.68,0.33,.,.
COCCNC(=S)N(Cc1cccs1)Cc1cc2cccc(C)c2[nH]c1=O,2.8,0.8,2.9,i,0.2,1,0,713,0.19,1436,4%,i,34,1.1,0.43,1.1,-1.2,1.1,943
Cc1cc(C)c(OCC(=O)Nc2cccc(O)c2)cc1C,1.7,2.4,20,i,0.5,1.1,-2,780,-0.44,1217,5%,i,54,-0.99,-0.26,-0.4,1.5,-1.1,1080
CC(C)N(Cc1ccccc1)C(=O)c1ccc2nsnc2c1,.,.,.,i,0.2,.,6,686,.,.,.,i,57,1.5,-0.28,0.85,-1,-1.3,1407
CNc1nc(SC)nc(N(C)C#N)n1,3.8,3.3,6.4,i,0.0,1.1,3,681,-0.42,1305,-4%,i,37,-0.64,-0.36,-0.029,-0.082,-3.4,1138
NC(=O)c1sc2nccc(Nc3ccccc3)c2c1N,5.1,4.6,4.2,i,3.0,1,-11,739,-3.4,1098,-20%,i,11,-1.6,0.26,-0.59,0.97,.,.
COC(=O)c1cc2n3ccccc3c(C)c(-c3ccccc3)c-2c1C(=O)OC,2.8,1.9,8.3,i,0.5,1.1,.,.,-1.1,922,-1%,i,47,0.091,0.084,0.37,1.8,.,.
CC1=C(C#N)C(c2cccnc2)C2=C(CC(C)(C)CC2=O)N1 (stereo not drawn),1.7,2.5,2.1,i,0.3,1.1,.,.,.,.,-3%,i,57,0.64,-0.18,0.5,0.081,-1.3,901
O=P(O)(CCc1ccccc1)C(O)c1ccccc1 (stereo not drawn),2.0,1.1,0.8,i,0.3,1.1,.,.,-0.1,1526,1%,i,14,0.002,-0.17,-0.62,-0.85,-1.9,1384
CCCCSc1nnc(-c2ccc(NC(=O)CCc3ccccc3)cc2)n1C,5.5,1.9,1.4,i,0.3,1.1,36,745,.,.,-11%,i,46,-0.33,-0.24,-0.25,1.1,-2.6,563
COc1cc(C2C(C#N)=C(N)Oc3cc(C)n(CCc4ccccc4)c(=O)c32)cc2c1OCO2 (stereo not drawn),4.0,1.4,1.4,i,1.3,1.1,-4,694,0.16,1302,5%,i,23,0.84,-0.23,1.2,-0.16,.,.
CC(=O)c1c(C(C)=O)c(C)n(Cc2ccccc2)c1C,5.4,3.3,7.6,i,3.6,1.1,1,787,0.66,1146,1%,i,23,-0.82,-0.32,-0.41,0.8,3.2,1082
